# MrgX1 allo act: allosterically activates human MrgX1 receptor signaling; Q96LB2; MrgX1-HEK293, Fluo-4 calcium flux, FDSS; hits give high values; B-score at 10 µM; hit rate 0.63% among 310,000;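 active = plate-corrected calcium response at least 3 library SD above typical, normal starting fluorescence, not activating the receptor alone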;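 also: compound read alongside a low EC10 to EC30 dose of BAM8-22 agonist; peak minus trough fluorescence over baseline measured at the second addition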
# Target sequence (Q96LB2 whole entry, looked up): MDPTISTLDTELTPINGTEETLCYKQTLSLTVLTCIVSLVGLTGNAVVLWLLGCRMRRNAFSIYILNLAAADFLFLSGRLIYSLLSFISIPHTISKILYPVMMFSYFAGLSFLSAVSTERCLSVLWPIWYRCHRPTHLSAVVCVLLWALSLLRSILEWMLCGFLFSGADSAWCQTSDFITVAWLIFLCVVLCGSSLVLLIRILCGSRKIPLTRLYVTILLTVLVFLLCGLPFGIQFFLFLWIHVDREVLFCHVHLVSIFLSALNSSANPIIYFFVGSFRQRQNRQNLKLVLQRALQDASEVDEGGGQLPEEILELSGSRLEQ
# TRPC6 inh: mouse TRPC6 channel inhibition. AID 2553. B-score at 10 µM. hit rate 1.1% among 310,000. Q61143. HEK293-TRPC6, membrane potential dye, ACh-evoked depolarization; hits give low values;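 active = B-score under library mean minus 3 SD, initial fluorescence not abnormally high, positive integrated signal ratio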;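 also: B-score derived from integrated fluorescence ratio over the kinetic read; more negative B-score means stronger inhibition of depolarization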
# HIF activator: HIF pathway transcriptional activation. U2OS HRE-luciferase reporter, luminescence; normalized: DMSO 0%, desferrioxamine 100%. AID 1910. hit rate 0.32% among 300,000. activation, % at 7.5 µM (by protocol);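 active = mean activation of at least 10% of the iron chelator positive control signal, with at least half of replicates also reaching 10%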
# TRPC6 activator: activates the mouse TRPC6 cation channel | hit rate 0.13% among 310,000 | AID 2550 | HEK293-TRPC6 membrane potential dye fluorescence; hits give high values | Q61143 | B-score at 10 µM;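 active = B-score of the integrated fluorescence ratio above library mean plus 3 SD, and starting fluorescence ratio within library mean plus 5 SD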;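 also: higher score means more depolarization so channel activation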
# Platelet DG rel: modulates dense granule release in human platelets | human platelet-rich plasma, SFLLRN dense granule ATP release, luminescence | inhibition, %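 (compounds screened at 7.5 µM in platelet-rich plasma)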 | hit rate 0.22% among 300,000;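 active = mean replicate score, as percent of positive control, at or above 50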
# RGS4 act: potentiators or activators of RGS4. HEK293 M3R/inducible RGS4, carbachol calcium flux Fluo4; hits give low values. B-score at 10 µM. hit rate 0.92% among 310,000. AID 463111;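 active = B-score of the integrated calcium signal more than 4 SD below the library mean, with starting fluorescence not abnormally high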;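 also: negative B-score means reduced calcium response which marks RGS4 activation or potentiation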
#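 Assay system: HEK293 FlpIn-TREx cells, stable M3R, doxycycline-inducible RGS4 / Probe or stimulus: carbachol, ECmax concentration / Times: overnight RGS4 induction, 30 min dye load 37 °C, 20 min compound RT / Signal: kinetic calcium fluorescence imaging with Fluo4-AM dye, 2 µM / Measure: Agonist-evoked peak-minus-minimum fluorescence over baseline, integrated ratio, B score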
# MrgX1 antagonist: blocks BAM8-22 activation of human MrgX1 receptor; MRGX1-HEK293 calcium flux, Fluo-4, BAM8-22 antagonism; hits give low values; Q96LB2; B-score at 10 µM; hit rate 1.3% among 310,000;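 active = calcium-response B-score plate-corrected more than 3 library SD below zero, starting fluorescence within 5 deviations, no agonist response on first addition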;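 also: peak minus trough fluorescence over baseline after final BAM8-22 challenge near maximal dose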
# MrgX1 ag: human MrgX1 receptor agonism, primary screen. MrgX1-HEK293 cells, Fluo-4 calcium fluorescence, agonist mode; hits give high values. B-score at 10 µM. hit rate 0.44% among 310,000;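 active = calcium response B-score plate-corrected fluorescence ratio at least 3 library SD, with starting fluorescence B-score inside 5 SD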
#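 Test system: HEK293 cells stably expressing human MrgX1 receptor; amount: 15,000 cells per well; doses: compound delivered in addition one of three; times: overnight plating before 1 h dye loading; detection: Fluo-4 NW calcium-flux fluorescence, kinetic read; read-out basis: B-scored fluorescence response ratio; controls: positive and negative controls per plate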
# RGS4 block: human RGS4 inhibition | HEK293 M3R/RGS4 inducible, Fluo-4 calcium flux; hits give high values; triggered by carbachol at its EC20 | B-score at 10 µM | hit rate 0.45% among 310,000;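 active = B-score, a plate-corrected calcium signal, over three deviations above library mean, with baseline fluorescence within five deviations of library mean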;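 also: RGS4 expression induced by doxycycline in cells with stable M3 receptor; B-score is computed from the integrated fluorescence ratio over baseline after carbachol; higher B-score means a larger calcium signal and so more RGS4 inhibition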
# Target sequence (P49798 whole entry, looked up): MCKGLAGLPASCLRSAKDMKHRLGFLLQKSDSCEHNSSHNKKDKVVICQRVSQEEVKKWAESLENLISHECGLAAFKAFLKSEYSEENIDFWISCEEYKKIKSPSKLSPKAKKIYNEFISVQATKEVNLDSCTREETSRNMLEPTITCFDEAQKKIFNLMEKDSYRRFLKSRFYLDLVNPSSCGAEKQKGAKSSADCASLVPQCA
# SKKanGAS inh: blocks kanamycin growth of S. pyogenes SKKanGAS strain; BacTiter-Glo, 6 h; inhibition, % at 7.5 µM; hit rate 1.3% among 300,000; AID 1662;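 active = mean replicate score, as percent of positive control median, at least 50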;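 also: strain carries kanamycin resistance gene driven by streptokinase promoter and grows in 40 µg/ml kanamycin; loss of luminescence reflects streptokinase promoter inhibition or plain growth inhibition; 0% = median of DMSO wells and 100% = positive control at its reference dose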
# TRPC4 block: TRPC4 (mouse) channel inhibition; HEK293 TRPC4beta/mu-opioid, DAMGO-evoked Fluo4 calcium flux; hits give low values; hit rate 0.39% among 300,000; B-score at 10 µM; Q9QUQ5;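 active = B-score over 3 SD under the library average, no early fluorescence shift, positive overall ratio signal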
#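 Test system – stable TRPC4beta/mu-opioid receptor HEK293 cells · Probe or stimulus – DAMGO, a submaximal dose followed by a maximal one · Dosing – one concentration per compound · Signal – Fluo4 calcium fluorescence by kinetic imaging, 5 s 1 Hz baseline · Evaluation – per-well B score of integrated baseline-normalized Fluo4 ratio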
# Numbers without * were called inactive; i = inactive.
SMILES,MrgX1 allo act,TRPC6 inh,HIF activator,TRPC6 activator,Platelet DG rel,RGS4 act,MrgX1 antagonist,MrgX1 ag,RGS4 block,SKKanGAS inh,TRPC4 block
CC(=O)c1c(CSc2ccccc2)oc2ccc(O)c(CN(C)C)c12,i,i,1.9,i,-1,i,i,i,i,-9,i
Cc1ccc(Cn2nnc3c(=O)n(CC(=O)N4CCN(c5ccccc5)CC4)cnc32)cc1,i,i,0.2,i,-11,i,i,i,i,-10,i
CCOC(=O)Cc1c(C)[nH]n(-c2ccccc2)c1=O,i,i,-0.2,i,-1,i,i,i,i,8,i
Cc1nn(Cc2ccccc2)c(C)c1N,i,i,-0.4,i,1,i,i,i,i,3,i
Cc1ccc(S(=O)(=O)NCCCCCC(=O)Nc2ccccc2)cc1,i,i,-0.4,i,-5,i,i,i,i,2,i
O=C(CCC(=O)c1ccccc1)Nc1ccccc1,i,i,-0.1,i,0,i,i,i,i,-7,i
CCN(C(=O)c1ccc(NC(C)=O)cc1)c1ccccc1,i,i,0.2,i,0,i,i,i,i,-1,i
O=C(CCc1ccccc1)NC(=S)Nc1cccc(Br)c1,9*,i,0.2,i,0,i,i,i,i,40,i
CC(C)c1[nH]nc2c1C(c1cccnc1)C(C#N)=C(N)O2 (stereo not drawn),i,i,-0.1,i,2,i,i,i,i,-1,i
COc1ccc(C(=O)COc2cccc(NC(=O)c3ccco3)c2)cc1,i,i,-0.2,i,-2,i,i,i,i,-4,i
FC(F)Oc1ccccc1/C=N/Nc1nc2ccccc2o1,i,i,1.6,i,1,i,i,i,i,27,i
OCCNc1nc2nonc2nc1NCCO,i,i,-0.2,i,-4,i,i,i,i,-12,i
CC(C)n1cc(CN2CCC(n3nccc3NC(=O)C3CCCC3)CC2)cn1,i,i,-1.1,i,14,i,i,i,i,4,i
Cc1ccc(N2CC(C(=O)N3CCOCC3)CC2=O)cc1Cl (stereo not drawn),i,i,-14,i,-10,i,i,i,i,-12,i
CC1(C)CC2(CCO1)N1CC3(C)CN2CC(C)(C1)C3O (stereo not drawn),i,i,0.2,i,-1,i,i,i,i,0,i
CC1(c2nnc(-c3ccncc3)o2)CC(c2ccc(F)cc2)=NO1 (stereo not drawn),i,i,0.7,i,20,i,i,i,i,-1,i
O=C(C1CCCN(S(=O)(=O)Cc2ccccc2)C1)N1CCc2ccccc21 (stereo not drawn),i,i,-0.1,i,4,i,i,i,i,-4,i
Cc1ccc(C(=O)Nc2ncn[nH]2)cc1,i,i,1.2,i,-1,i,i,i,i,0,i
CCOc1cc(/C=N\NC(=O)OC(C)(C)C)ccc1OC(=O)c1ccco1,i,i,-0.6,i,-1,i,i,i,i,1,i
Cc1oc(C(C)(C)C)cc1C(N)=O,i,i,-0.6,i,4,i,i,i,i,1,i
CNC(=O)Nc1cccc(-c2ccnc(C)n2)c1,i,i,-0.8,i,-1,i,i,i,i,-4,i
CC1(C)CC(=O)C2=C(C1)NC(=O)NC2c1ccc([N+](=O)[O-])cc1 (stereo not drawn),i,i,-0.2,i,-1,i,i,i,i,5,i
COC(=O)c1ccccc1OCCOc1ccccc1C(=O)OC,i,i,-3.7,i,-2,i,i,i,i,-1,i
O=C(CCC1CCN(Cc2ccc(C#CCCO)cc2)CC1)NC1CC1,i,i,-1.6,i,16,i,i,i,i,1,i
COc1ccc(OC)c2sc(N(CCN(C)C)C(=O)c3cc(Cl)sc3Cl)nc12,21*,-5.5*,0.2,i,2,i,i,i,i,8,i
# Going on with the list.
SMILES,MrgX1 allo act,TRPC6 inh,HIF activator,TRPC6 activator,Platelet DG rel,RGS4 act,MrgX1 antagonist,MrgX1 ag,RGS4 block,SKKanGAS inh,TRPC4 block
COc1ccccc1CNS(=O)(=O)c1ccc2c(c1)CC(=O)N2C,i,i,0.5,i,10,i,i,i,i,-6,i
CCOC(=O)c1ccc(NC(=O)N2CCCCCC2)cc1,i,i,1.2,i,0,i,i,i,i,1,i
CCn1cc(CN2CCN(Cc3ccsc3)C(CCO)C2)cn1 (stereo not drawn),i,i,0.0,i,0,i,i,i,i,1,i
CCOC(=O)C1CCN(C(=O)C(=O)N2CCC(C(=O)OCC)CC2)CC1,i,i,0.0,i,-17,i,i,i,i,-5,i
Cc1ccnc(Nc2nc(-c3ccc(O)c(O)c3)cs2)c1,i,i,2.1,i,-1,i,i,i,i,-3,i
CCN1CCN(C(=O)c2cn(CCOC)c(=O)c3c2c2ccccc2n3C)CC1,i,i,-0.4,i,9,i,i,i,i,-6,i
COc1ccc(CN2CCSCC2)c(OC)c1C,i,i,0.2,i,1,i,i,i,i,-6,i
NCCCC[C@H]1CNC(=S)N1CC1CCCCC1,i,i,0.4,i,-2,i,i,i,i,4,i
COc1ccc(-c2csc(Nc3cc(C)ccn3)n2)cc1OC,i,i,2.9,i,5,i,i,i,i,8,i
O=C(CN1C(=O)c2ccc([N+](=O)[O-])cc2C1=O)NCc1ccc(C(=O)O)cc1,i,i,-0.2,i,3,i,i,i,i,-7,i
CCOCCCNC(=O)C1CCN(S(=O)(=O)N2CCCCC2)CC1,i,i,-0.3,i,-4,i,i,i,i,0,i
Cc1ccccc1NC(=O)Cn1nc(C(F)(F)F)cc1C1CC1,i,i,-0.5,i,-13,i,i,i,i,-10,i
COc1ccccc1C(c1nnnn1C1CCCC1)N1CCN2CCCC2C1 (stereo not drawn),i,i,0.4,i,2,i,i,i,i,1,i
CC(=O)Cc1nsc(NC(=O)c2ccc(-c3ccc(Cl)c(C(F)(F)F)c3)o2)n1,i,i,1.0,i,5,i,i,i,i,39,i
CCCCN1C2CCCC1CC(NC(=O)c1cccc(OC)c1)C2 (stereo not drawn),i,i,-0.5,i,3,i,i,i,i,-2,i
COc1ccc2cc(C(=O)Nc3ccc(S(N)(=O)=O)cc3)sc(=O)c2c1OC,i,i,-0.2,i,3,i,i,i,i,11,i
CCN(CC)S(=O)(=O)c1ccc(C)c(NC(=S)NC2CCCCC2)c1,i,i,0.1,i,23,i,i,i,i,-4,i
O=C(Cc1coc2ccc3ccccc3c12)Nc1nnc(C2CC2)s1,i,i,-1.3,i,-7,i,i,i,i,15,i
CCC(Sc1nncn1C)C(=O)Nc1nnc(-c2ccc(Cl)cc2)s1 (stereo not drawn),i,i,0.1,i,-1,i,i,i,i,-2,i
CCN(CC)S(=O)(=O)c1ccc(Cl)c(NC(C)=O)c1,i,i,-0.5,i,-4,i,i,i,i,-4,i
Cc1ccc2cc(C(c3nnnn3C3CCCC3)N(Cc3ccco3)Cc3cccs3)c(=O)[nH]c2c1 (stereo not drawn),i,i,-0.2,i,-5,i,i,i,i,1,i
Cc1ccc(NC(=O)c2ccc(OC(F)(F)F)cc2)cc1S(=O)(=O)N(C)C,i,i,-38,i,-7,i,i,i,i,-10,i
CC(=O)Nc1ccc(NC(=O)CCc2nc3ccccc3c(=O)[nH]2)cc1,i,i,-0.1,i,-1,i,i,i,i,0,i
O=C(Cc1ccc(Cl)cc1Cl)NCC1(N2CCOCC2)CCCCC1,i,i,0.0,i,-14,i,i,i,i,11,i
CCOc1ccc(C(=O)Nc2cc(OC)ccc2OC)cc1,i,i,0.7,i,1,i,i,i,i,-4,i
# New compounds follow
SMILES,MrgX1 allo act,TRPC6 inh,HIF activator,TRPC6 activator,Platelet DG rel,RGS4 act,MrgX1 antagonist,MrgX1 ag,RGS4 block,SKKanGAS inh,TRPC4 block
CC(C)CC(=O)NC(C)C(c1cccs1)N1CCOCC1 (stereo not drawn),i,i,0.2,i,-1,i,i,i,i,-6,i
COc1cc(NC(=O)C2CCN(c3cnccn3)CC2)cc(OC)c1,i,i,-0.7,i,2,i,i,i,i,2,i
Cc1ccc(NC(=S)N2CCN(C(=O)C3CCCO3)CC2)c(C)c1 (stereo not drawn),i,i,-0.1,i,-1,i,i,i,i,7,i
CC1CCN(C(=O)C(=O)c2cn(CC(=O)N3CCCCCC3)c3ccccc23)CC1,i,i,-0.3,i,-11,i,i,i,i,15,i
CCOc1ccc(C(=O)C2CCN(C(=O)c3ccccc3C(=O)O)CC2)cc1,i,i,-0.3,i,2,i,i,i,i,7,i
COc1ccc(Nc2nc(-c3cccnc3)cs2)c(OC)c1,i,i,0.9,i,0,i,i,i,i,-7,i
CC(=O)/C(N=Nc1cc2c(cc1[N+](=O)[O-])OCCO2)=C(\C)O,i,i,0.0,i,-3,i,i,i,i,20,i
COc1ccccc1OCc1nc2ccccc2n1C,i,i,2.7,i,1,i,i,i,i,-5,i
CN1C(=S)SC(N2OC3C(=O)N(c4ccccc4)C(=O)C3C2c2ccccc2)C1(C)C (stereo not drawn),i,i,-0.6,i,0,i,i,i,i,-8,i
COc1cccc(NC(=O)CC(=O)c2ccc([N+](=O)[O-])cc2)c1,i,i,1.7,i,-5,i,i,i,i,5,i
CN(c1ccccc1)S(=O)(=O)c1cccc(NC(=O)Cn2cnc3ccccc3c2=O)c1,i,i,0.3,i,-2,i,i,i,i,6,i
CS(=O)(=O)c1ccc2nc(NC(=O)c3ccc(N4C(=O)CCC4=O)cc3)sc2c1,i,i,0.2,i,7,i,i,i,i,9,i
CN1CCN(C(=O)c2cc3nc(-c4ccc(F)cc4)cc(C(F)(F)F)n3n2)CC1,i,i,-0.4,i,3,i,i,i,i,-6,i
O=C(Nc1ccncc1)c1ccc([N+](=O)[O-])cc1Cl,i,i,-9.0,i,16,i,i,i,i,3,i
CCn1c(SCc2nc3ccccc3c(=O)[nH]2)nnc1C(C)NC(=O)c1ccccc1 (stereo not drawn),i,i,0.1,i,7,i,i,i,i,5,i
Cc1nn(C)c(C(=O)NNC(=O)Nc2cccc(C(F)(F)F)c2)c1Cl,i,i,-0.6,i,4,i,i,i,i,1,i
Cc1ccc(C2C(C#N)=C3N=C(N)c4ccccc4N3C3=C2C(=O)CCC3)cc1 (stereo not drawn),i,i,-2.1,i,-5,i,i,i,i,2,i
O=C(COC(=O)CNC(=O)c1ccc(Br)o1)Nc1ccc2c(c1)OCCO2,i,i,0.0,i,-2,i,i,i,i,-1,i

# Screens from PubChem.
